# Screens deposited in PubChem by several laboratories.
# M4 PAM: human M4 muscarinic receptor positive allosteric modulators, primary screen, CHO-K1 cells, Fluo-8 calcium fluorescence; activation, % at 3 µM; CHO-K1 hM4/Gqi5, ACh EC20; 0% = ACh EC20, 100% = maximal ACh; Muscarinic acetylcholine receptor M4 (Homo sapiens), P08173; 360,000 tested, 0.4% active;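 active = activation above its plate's cutoff, the mean activation of sample wells plus 3 SD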; also: some results filed as inactive read as strong as hits
# M4 ag: human M4 muscarinic receptor agonists, primary screen, CHO-K1 cells, Fluo-8 calcium fluorescence; AID 624127, 2012; 360,000 tested, 0.14% active; activation, % at 3 µM; CHO-K1 hM4/Gqi5; vehicle 0%, full acetylcholine response 100%;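 active = activation above the run mean over all test wells plus 3 SD, cut at about 32% in these data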;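 also: peak over basal fluorescence ratio per well then scaled between controls; 0% = DMSO wells and 100% = acetylcholine at EC100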
# CHRM5 agonist: human M5 muscarinic receptor agonists, primary screen, CHO-K1 cells, Fluo-8 calcium fluorescence; 360,000 tested, 0.19% active; activation, % at 3 µM; Muscarinic acetylcholine receptor M5 (Homo sapiens), P08912; CHO-K1 hM5 cells; 0% DMSO wells, 100% maximal acetylcholine response;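 active = activation above the run's mean over test compounds plus 3 SD, cut at about 23% in these data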;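 also: signal is peak over basal fluorescence ratio across the kinetic read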
# CRFR2-BP antag: antagonists of CRF-BP/CRF-R2 complex, primary screen, cell-based, HEK293, calcium dye fluorescence, uHTS. CRF-induced calcium fluorescence. inhibition, % at 11.8 µM. 350,000 tested, 0.59% active. AID 588475, 2011;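 active = inhibition of the ligand-induced calcium signal above about 50% at the single tested concentration, limit read from the data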
# CHRM5 antagonist: human M5 muscarinic receptor antagonists, primary screen, CHO cells, Fluo-8 calcium fluorescence | 360,000 tested, 0.59% active | inhibition, % at 3 µM | CHO-hM5 cells, ACh EC80 | Muscarinic acetylcholine receptor M5 (Homo sapiens), P08912;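 active = inhibition above a per-plate cutoff, the mean of that plate's test compounds plus 3 SD, cut at about 27% in these data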;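 also: 0% = acetylcholine EC80 with DMSO and 100% = DMSO without agonist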
# CRFBP-R2 agonist: agonists of CRF-BP/CRF-R2 complex, primary screen, cell-based, HEK293, calcium dye fluorescence, uHTS. AID 588473, 2011. 350,000 tested, 0.46% active. activation, % at 13.2 µM. calcium dye fluorescence (FLIPR); percent of saturating CRF peptide response;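 active = activation of at least 50%, plus an integration ratio under a set limit after plate pattern correction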;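 also: plate controls were neutral control wells without compound for no effect and CRF at EC100 for full effect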
# CHRM5 PAM: human M5 muscarinic receptor positive allosteric modulators, primary screen, CHO-K1 cells, Fluo-8 calcium fluorescence | Muscarinic acetylcholine receptor M5 (Homo sapiens), P08912 | CHO-K1 hM5, ACh EC20 PAM; 0% = ACh EC20, 100% = ACh EC100 | activation, % at 3 µM | 360,000 tested, 0.3% active | AID 624038, 2012;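 active = activation above the run cutoff, the mean activation of all test compounds plus 3 SD, cut at about 18% in these data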
#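 Assay system – human M5 receptor in CHO-K1 cells · Read-out – % activation, ACh-normalized · Technique – Fluo-8 calcium fluorescence · Dosing – single-point, 3 µM nominal · Incubation – Fluo-8 loading 80 min at 37 °C plus 30 min room temperature · Repeats – singlicate, one well per test compound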
# CHRM4 antagonist: human M4 muscarinic receptor antagonists, primary screen, CHO cells, Fluo-8 calcium fluorescence; Muscarinic acetylcholine receptor M4 (Homo sapiens), P08173; CHO-hM4 cells, ACh EC80; inhibition, % at 3 µM; 360,000 tested, 0.73% active;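 active = inhibition above its plate's cutoff, the mean inhibition of sample wells plus 3 SD, cut at about 27% in these data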;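 also: 0% = acetylcholine EC80 with DMSO and 100% = DMSO without agonist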
# IDE inh: human IDE inhibitors in live cells, primary screen, fluorescence polarization, HEK cells, FAbetaB substrate; Insulin-degrading enzyme (Homo sapiens), P14735; FAbetaB cleavage; inhibition, % at 5.59 µM; 320,000 tested, 0.41% active; AID 434962, 2010;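 active = percent inhibition above the average of all tested compounds plus 3 SD, set per screening campaign, cut at about 16% in these data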;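 also: IDE supplied by intact live HEK cells; FP after avidin binding of uncleaved biotin substrate so inhibition keeps polarization high; 0% = DMSO wells and 100% = 60 µM reference IDE inhibitor Ii1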
# Target sequence (P14735 whole entry, looked up): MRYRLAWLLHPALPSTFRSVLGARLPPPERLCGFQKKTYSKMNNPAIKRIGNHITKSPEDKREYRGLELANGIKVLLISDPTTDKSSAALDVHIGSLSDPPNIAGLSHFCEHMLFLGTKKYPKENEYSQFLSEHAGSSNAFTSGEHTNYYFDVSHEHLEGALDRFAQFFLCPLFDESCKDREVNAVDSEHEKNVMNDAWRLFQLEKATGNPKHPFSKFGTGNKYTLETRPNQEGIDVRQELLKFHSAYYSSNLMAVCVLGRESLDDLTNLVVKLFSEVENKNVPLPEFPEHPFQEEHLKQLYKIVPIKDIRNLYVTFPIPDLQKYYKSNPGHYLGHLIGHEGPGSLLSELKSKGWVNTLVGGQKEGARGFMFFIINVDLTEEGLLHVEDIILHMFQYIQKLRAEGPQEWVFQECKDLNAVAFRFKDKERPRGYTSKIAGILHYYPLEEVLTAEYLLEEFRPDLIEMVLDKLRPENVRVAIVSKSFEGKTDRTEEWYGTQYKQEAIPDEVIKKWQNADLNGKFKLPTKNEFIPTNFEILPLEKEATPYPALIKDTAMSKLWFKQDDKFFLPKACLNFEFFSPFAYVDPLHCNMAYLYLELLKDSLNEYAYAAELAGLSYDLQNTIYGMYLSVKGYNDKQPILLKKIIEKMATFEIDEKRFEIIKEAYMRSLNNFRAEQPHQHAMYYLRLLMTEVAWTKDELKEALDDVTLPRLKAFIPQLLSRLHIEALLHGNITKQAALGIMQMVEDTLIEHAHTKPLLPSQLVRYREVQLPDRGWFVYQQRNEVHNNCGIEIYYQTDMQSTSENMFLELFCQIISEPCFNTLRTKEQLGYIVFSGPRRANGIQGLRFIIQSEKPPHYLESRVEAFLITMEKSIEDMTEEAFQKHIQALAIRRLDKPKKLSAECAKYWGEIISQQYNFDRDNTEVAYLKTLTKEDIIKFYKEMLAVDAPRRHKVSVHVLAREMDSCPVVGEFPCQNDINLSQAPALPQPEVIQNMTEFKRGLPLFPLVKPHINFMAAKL
# Active calls of the source: *; nt = not tested or not shown.
Compound	M4 PAM	M4 ag	CHRM5 agonist	CRFR2-BP antag	CHRM5 antagonist	CRFBP-R2 agonist	CHRM5 PAM	CHRM4 antagonist	IDE inh
CCn1c(SCC(=O)N/N=C/c2ccccc2OCC(=O)O)nnc1-c1ccc(OC)cc1	-8	0	0	3	-4	-0.3	7	8	7
CCCc1nn2c(=O)c(C(c3ccc(C)cc3)c3c(O)nc4sc(CCC)nn4c3=O)c(O)nc2s1	2	0	-4	18	4	-0.9	-5	7	4
CN1CCN(c2ccccc2NC(=O)c2ccc(-c3ccccc3)cc2)CC1	-8	9	-6	6	15	-2.5	-3	1	8
CCCn1ccnc1SCC(=O)Nc1c(C)n(C)n(-c2ccccc2)c1=O	3	0	2	-14	12	2.3	0	6	-1
CCc1nc2ccc(C(=O)Nc3cccc(OCC(=O)N(C)C)c3)cn2c1N(CC)CCN(C)C	7	1	1	nt	0	nt	-4	-5	nt
CC(=O)N1CCN(c2ccc([N+](=O)[O-])c(NCC3CCCO3)c2)CC1 (configuration not stated)	18	-1	2	-9	-4	-2.4	-2	8	4
CCCOC(=O)NC1CCS(=O)(=O)C1 (configuration not stated)	0	0	-1	-3	6	-0.3	-5	-5	8
CCN1C[C@@H]2[C@@H]3C(=O)N(C)C(=O)[C@@H]3[C@](Cc3ccccc3)(C(=O)OC)N2C1=NC1CCCCC1	-3	0	-1	-5	3	0.7	0	-3	nt
O=C(CSc1nc2c(c(=O)n1-c1ccc(Br)cc1)SCC2)NCC1CCCO1 (configuration not stated)	-3	-2	-5	-4	1	1.4	0	3	0
CC[C@H](C)[C@H](NC(N)=O)C(=O)Nc1ccc2c(c1)OCO2	-8	0	2	1	6	-1.2	1	-1	3
COc1cc(OC)c2c(-c3cccc(-c4ccc(OC)c(F)c4)c3)cc(=O)oc2c1	-3	0	2	-5	-1	1.1	-2	-9	nt
O=C(NCc1ccccc1)C1=C[C@@H](c2ccccc2)C[C@@H](OCc2ccc(CO)cc2)O1	2	5	-2	10	16	-0.4	0	-13	-5
COC(=O)c1c(NC(=O)C(=O)N2CCCC2)sc2c1CC(C)(C)OC2	-4	1	-2	-1	11	0.8	-6	5	7
CC(C)C1Nc2ccc(C(=O)O)cc2C2C=CCC21 (configuration not stated)	3	1	-1	-13	12	6.2	-4	3	-5
CC(C)(C)c1ccc(S(=O)(=O)Nc2ccc(C(O)(C(F)(F)F)C(F)(F)F)cc2)cc1	1	0	-1	nt	4	nt	-2	2	nt
O=C(c1ccc(Br)o1)N1CCN(CCOc2ccccc2)CC1	4	2	-1	-1	-6	-0.5	5	-2	0
CCOc1ccccc1CN1CCN(CCCc2ccccc2)CC1CCO (configuration not stated)	-8	1	-18	1	-3	-0.6	2	7	0
CN(CC(=O)Nc1cccc(F)c1)C(=O)c1sc2ccccc2c1Cl	5	5	4	2	7	-0.8	-10	5	3
COc1ccc(Nc2ncnc3c2c(C)c(C)n3CCO)cc1	3	1	-4	2	7	-0.2	-6	4	2
CN1CCN(C(=O)c2cnn(-c3ccccc3)c2NC(=O)c2ccccc2)CC1	-9	3	-1	8	1	-2.0	-9	8	5

# Copied from the list:
# `O=C(c1ccc(Br)o1)N1CCN(CCOc2ccccc2)CC1` in CHRM5 PAM → 5
# `CC(C)(C)c1ccc(S(=O)(=O)Nc2ccc(C(O)(C(F)(F)F)C(F)(F)F)cc2)cc1` in M4 PAM → 1

# Going on with the list.
Compound	M4 PAM	M4 ag	CHRM5 agonist	CRFR2-BP antag	CHRM5 antagonist	CRFBP-R2 agonist	CHRM5 PAM	CHRM4 antagonist	IDE inh
CN(c1nc2ccccc2n2c(C3CC3)nnc12)S(=O)(=O)c1ccccc1	-6	0	4	0	6	0.2	5	4	8
COc1ccc(OC)c(/C=C2\SC(=S)N(NS(=O)(=O)c3ccccc3)C2=O)c1	10	1	-4	19	4	-3.1	-4	-3	-6
CCC1(c2ccc(Cl)cc2)NC(=S)N(c2ccc(C)c(C)c2)N1 (configuration not stated)	-7	1	3	3	-7	-0.2	8	-6	3
CC(C)C(=O)Nc1ccc2c(c1)nc1n2CCSC1	11	1	5	13	-1	0.0	1	7	-2
Cc1ccc(Sc2ccc(CN3CCCCC3)cc2[N+](=O)[O-])cc1	-5	2	-9	-13	0	4.2	-2	-6	-5
CN1C(=O)c2ccc(NC(=O)CSc3ccccc3)cc2C1=O	-3	2	-3	5	5	-1.6	-3	-1	0
Cc1ccc(NC(=S)N(C)Cc2cn(C)c3ccccc23)cc1	-5	-1	-4	22	1	-1.1	0	-1	-3
O=C1NN(c2ccccc2)C(=O)/C1=C/c1coc2ccccc2c1=O	0	0	0	-124	-4	-2.1	-3	11	5
Cc1cc2c(N3CCCCC3C)ncnc2s1 (configuration not stated)	-5	7	0	-2	13	-1.9	-8	-1	-3
CC(CC(=O)N1CCN(S(=O)(=O)c2ccccc2)CC1)n1cncn1 (configuration not stated)	2	1	-1	3	10	1.7	4	-2	-8
Cc1cccc(N(C)S(=O)(=O)c2c(C)[nH]c(C)c2C(=O)N2CCCC2)c1	11	1	-3	-9	-1	-0.1	9	-8	3
COc1c2ccc(OCC/C(C)=C/C(=O)C=C(C)C)cc2nc2occc12	10	2	2	3	-4	0.2	20*	-15	-2
O=C(CCC(=O)c1ccccc1)Nc1cccnc1	2	1	-1	2	2	-0.8	-5	-14	1
CCOc1ccc(CCN2C(=O)C(=O)N([C@@H](Cc3ccc(O)cc3)CN3CCC[C@@H]3CN3C(=O)C(=O)NC[C@@H]3Cc3ccccc3)C[C@@H]2Cc2ccccc2)cc1	-3	1	0	-8	-3	-1.2	-3	10	nt
CC(=O)Nc1ccc(S(=O)(=O)NNc2cccc(C)c2)cc1	9	1	-2	-5	8	-0.6	0	-4	-1
C[C@@H]1CN([C@@H](C)CO)C(=O)CCCn2nncc2CO[C@@H]1CN(C)S(=O)(=O)c1cccc(C#N)c1	4	1	-2	-11	3	4.5	1	-7	nt
COc1ccc(-n2c(=O)c3ccccc3c3ccccc3c2=O)c(OC)c1	0	3	-4	18	-1	-1.6	-2	5	-4
CCOC(=O)[C@H]1[C@H]2COc3ccc(Br)cc3[C@@H]2N2C(=O)c3cc(OC)c(OC)cc3NC(=O)[C@@]12C	1	4	10	-1	12	-0.4	0	6	1
CCCCc1ccc(Nc2nc(N3CCOCC3)nc(N3CCOCC3)n2)cc1	2	0	-3	3	12	-0.2	-3	-5	-2
Cc1ccc(N(CC(=O)NC2CCCCC2)C(=O)Cn2nnc(-c3ccc(C)o3)n2)cc1	-2	2	2	-18	-5	-1.4	-1	1	2
CC(=O)c1c(C)n(CC(=O)NCc2ccco2)c2ccccc12	2	3	-3	-2	6	-3.2	0	-24	5
CCOC(=O)C1(Cc2ccccc2)CCN(Cc2cccn2-c2nccs2)CC1	3	4	-8	-36	1	3.2	-4	-13	-1
CC(C)(C)c1ccc(NC(=O)CC2(C(F)(F)F)OCCO2)cc1	6	2	0	1	8	-3.1	-12	-13	4
O=C(Nc1ccc2c(c1)OCCO2)C1CCCN1S(=O)(=O)c1cccc2cccnc12 (configuration not stated)	-3	1	1	4	0	-0.1	-2	5	3
CC(=NCCN1CCNCC1)C1=C(O)CC(C)(C)CC1=O	8	1	1	-12	10	8.8	-7	-10	-2
COc1ccc(C(C)NC(=O)C2C(=O)NC3(C)CC2c2ccccc2O3)cc1 (configuration not stated)	18	4	5	-11	-6	-3.8	-1	-15	5
O=C(CCn1cccc1)Nc1cccc(F)c1	1	1	-4	10	-4	1.2	1	4	2
COc1ccc(CNCC(O)(c2ccccc2)c2ccccc2)cc1OC	-2	4	1	-6	9	-0.4	-7	1	1
Cc1ccc(CCN2C(=O)c3ccccc3C2C(=O)NCc2cccnc2)cc1 (configuration not stated)	15	2	-3	4	-8	-3.0	8	-6	4
CC(C)C[C@@H]1CN(CCCC[C@H]2CNC(=O)C(=O)N2CCC2CCCCC2)C(=O)C(=O)N1CCC1CCCCC1	0	0	-1	nt	-6	nt	-5	2	nt
COc1cc(OC)c2ccc(=O)oc2c1C(CCN1CCCCC1)c1ccc(N(C)C)cc1 (configuration not stated)	2	1	-5	-11	9	-1.4	9	7	0
COc1ccc(C(=O)OCN2C(=O)c3ccccc3C2=O)cc1	3	0	-3	-30	10	2.1	-4	-1	9
N#C/C(=C\c1ccco1)C(=O)NCc1ccccc1	-3	0	0	-13	-9	8.0	7	-7	0
CC(=O)Oc1c(C(C)C)cc(N(C(C)=O)c2ccccc2)cc1C(C)C	-9	18	2	8	10	-0.3	-19	14	-1
O=C(Cn1nc(-c2ccccc2)c2ccccc2c1=O)Nc1ccc2c(c1)nc1n2CCOC1	13	2	1	-3	4	-1.2	0	10	5
CCOc1nc(-c2ccccc2)ccc1-c1noc(-c2ccco2)n1	4	0	-1	0	-1	4.1	-2	-1	-7
O=C(OCc1ccccc1)Oc1cncc(C(=O)O)c1	12	2	2	-18	-11	1.2	4	-2	3
CCCn1c(N)c(N(CCOC)C(=O)c2ccc([N+](=O)[O-])cc2Cl)c(=O)[nH]c1=O	0	1	-3	-12	9	1.2	0	-7	5
O=C(O)C(Cc1ccccc1)N1CCS(=O)(=O)CC1 (configuration not stated)	-1	0	-4	-13	24	1.2	-11	3	1
O=C(NCCc1ccccc1)C(=O)c1c(-c2ccccc2)[nH]c2ccccc12	-1	8	3	-38	9	0.0	-10	-6	0
O=C(COC(=O)/C=C/c1ccc(F)cc1)Nc1ccc(S(=O)(=O)N2CCOCC2)cc1	-7	8	6	-11	2	0.7	-6	0	9
N#CCCN(C(=O)Cn1nc(C(=O)O)c2ccccc2c1=O)c1ccccc1	-2	1	-3	-5	14	0.2	-5	5	5
CC(=O)Nc1ccc(S(=O)(=O)NCCc2csc(-c3cccnc3)n2)cc1	-4	1	-1	-2	-5	-0.1	3	3	3
CCn1ccnc1CN1CCc2c([nH]c3ccccc23)C1C1CCCCC1 (configuration not stated)	0	6	1	21	8	0.5	-8	0	-4
CCOc1ccc(OCC)c(-c2c(=O)n(OCc3ccc(C(C)(C)C)cc3)c3ccccc3[n+]2[O-])c1	6	-2	1	-37	-5	9.2	1	2	-3
O=C1c2cccc3cccc(c23)C(=O)N1c1nncs1	9	0	1	0	-6	-2.0	2	-3	9
CCCS(=O)(=O)c1c(S(=O)(=O)CCC)c2ccc(C(N)=O)cn2c1C(=O)c1ccc(OC)cc1	5	2	-4	7	5	-4.4	4	-4	4
COc1cc(C2N(c3ccccc3)CCN2c2ccccc2)cc(OC)c1OC	2	0	-2	48	0	0.3	-1	3	2
